Tb PFK block: blocks T. brucei phosphofructokinase; Potency, µM (highest dose often 57.5 µM), inactives show top-dose activity, negative = inhibition, hits mostly inhibitors; T. brucei PFK, ADP-Glo luminescence; actives 0.17% (n = 330,000); O15648;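 note: potency is the fitted concentration of half-maximal effect; 0% = uninhibited 1x PFK enzyme wells and -100% = no-enzyme wells; nearly all actives have a fitted effect of over 60% in size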
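PFK 1.25 nM, F6P 0.5 mM, ATP 0.1 mM, 0.1 M TEA pH 8.0, 5 mM MgCl2, 0.01% Tween20, 0.1% BSA; 45 min RT. ADP-Glo readout. qHTS titration up to 57 uM; curves fitted, compounds curve-classed.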
Rab9 prom act: Rab9 promoter activation; Huh7 Rab9 promoter-luciferase reporter, luminescence, 24 h; Potency, µM (titrated, usually from 9.22 µM), without a hit: top-dose activation, negative = inhibition, hits mostly activators; actives 2.8% (n = 320,000); AID 485297; note: potency is the fitted concentration of half-maximal effect; % of control where 0% means no effect; nearly all actives have a fitted effect of over 60% in size
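Cells were plated at 1500 per well in reduced-serum medium with 10% FBS and left 2 h. Compound in DMSO was then added for 24 h at 37 °C. Reporter signal was read by luminescence after 10 min with luciferase detection reagent.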
NPC1 promoter act: NPC1 promoter activation; Huh7 NPC1 promoter luciferase reporter, 24 h; Potency, µM (doses to about 9.22 µM), for the others: at the top dose activation, hits mostly activators; actives 2.4% (n = 320,000); AID 485313;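 note: potency is the fitted concentration of half-maximal effect; % of control where 0% means no effect; nearly all actives have a fitted effect of over 60% in size; reporter is driven by a mutant NPC1 promoter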
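Cells: Huh7 expressing luciferase under the NPC1 promoter, 1500/well. Seeded 2 h, compound added, incubated 24 h at 37 °C. Luciferase reagent, 10 min ambient, then luminescence.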
RORgamma inh: blocks mouse ROR gamma transcriptional activity | P51450 | Drosophila S2 Gal4-RORgamma UAS-luciferase reporter, 20 h | Potency, µM (doses to about 53.6 µM), inactives show at the top dose activity change, negative = inhibition, actives largely listed as inhibitors | actives 5.4% (n = 310,000); note: potency is the fitted concentration of half-maximal effect; % is set by controls: 0 for no effect and ±100 for the full control effect; nearly all actives have a fitted effect of over 60% in size
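ROR gamma transcriptional activity was tracked as Gal4-UAS luciferase output in stably transfected Drosophila Schneider cells, with compound added 1 hr before 700 uM copper sulfate induction and a 20 hr ambient-temperature incubation.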
p53 reactivator: restores transcriptional activity of mutant p53; actives 0.063% (n = 320,000); H1299 p53-A138V BP100-luciferase reporter, luminescence, 24 h; Potency, µM (top dose mostly 92.2 µM), for inactives: top-dose activity change, positive = activation, usual class: activators; note: potency is the fitted concentration of half-maximal effect; % of control where 0% means no effect; nearly all actives have a fitted effect of over 45% in size
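H1299 (p53-null), stable ts p53-A138V + BP100-Luc; 1000 cells/well, Opti-MEM/10% FBS; cpd 4 pt, 1:5; 24 h, 37 deg C, 5% CO2; detection reagent 10 min RT; luminescence.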
ELG1 genotox: genotoxicity induction in ELG1-luciferase HEK293T cells; HEK293T ELG1-luciferase reporter, luminescence, 16 h; Potency, µM (titrated, usually from 46 µM), for the others: at the top dose activity change, positive = activation, hits mostly activators; actives 1.3% (n = 330,000); AID 504466; note: potency is the fitted concentration of half-maximal effect; % of control where 0% means no effect; nearly all actives have a fitted effect of over 60% in size
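After overnight (16 hr) compound treatment at 37 °C, ELG1-luciferase HEK293T cells were lysed with ONE-Glo; luminescence quantified 30 min later at room temperature.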
BRCA1 expr up: increases BRCA1 expression; MCF7-BRCA1-FFLuc reporter, luminescence, 48 h; response scale: scaled: vehicle 0%, 10 µM genistein 100%; Potency, µM (doses to about 46.1 µM), for the others: top-dose activation, hits mostly activators; actives 1.1% (n = 380,000); note: potency is the fitted concentration of half-maximal effect; nearly all actives have a fitted effect of over 80% in size; some results filed as inactive show a strong effect at the top dose
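Luminescence from a BRCA1-driven firefly luciferase in MCF7 cells was read after 48 h compound exposure at 37 C. Data normalized against DMSO and a 10microM genistein activation control, then curve-fitted across the titration.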
VP16 counter: counter-screen for ROR gamma inhibitors: Gal4-VP16 reporter | AID 2546 | actives 3.5% (n = 310,000) | Potency, µM (top dose mostly 53.6 µM), for inactives: top-dose activity, negative = inhibition, actives largely listed as inhibitors | Drosophila S2 Gal4-VP16 UAS-luciferase, luminescence, 20 h;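 note: Gal4-VP16 expression switched on by copper sulfate through the metallothionein promoter; potency is the fitted concentration of half-maximal effect; % is set by controls: 0 for no effect and ±100 for the full control effect; nearly all actives have a fitted effect of over 50% in size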
ELG1 repair inh: ELG1-dependent DNA repair inhibition; HEK293T ELG1-luciferase reporter, luminescence, 16 h; DNA damage induced by 5-fluorouridine; Potency, µM (series often up to 46.1 µM), inactives show at the top dose activity change, negative = inhibition, most hits filed as inhibitors; actives 2.3% (n = 330,000); AID 504467; note: potency is the fitted concentration of half-maximal effect; % is set by controls: 0 for no effect and ±100 for the full control effect; nearly all actives have a fitted effect of over 55% in size
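5-Fluorouridine DNA damage + compound/DMSO, 2,000 cells/well, 16 h, 37 °C/5% CO2. ONE-Glo, 30 min RT, luminescence. Readout = decrease in reporter signal.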
FLuc modulator: firefly luciferase modulation, counter-screen for miR-21 project; P08659; purified FLuc, Km substrates, luminescence inhibition; Potency, µM (highest dose often 57.5 µM), inactives show top-dose activity change, negative = inhibition, hits mostly inhibitors; actives 6.9% (n = 360,000);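 note: potency is the fitted concentration of half-maximal effect; plate controls were vehicle for no effect and reference inhibitor for full effect; nearly all actives have a fitted effect of over 55% in size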
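Biochemical qHTS of compounds, final roughly 60 µM downward over six points, against 10 nM purified firefly luciferase using Km concentrations of substrates (10 uM D-luciferin, 10 uM ATP) in Tris acetate pH 7.5 buffer; luminescence output.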
TRPV1 ag: activates the human vanilloid receptor TRPV1. TRPV1-expressing cells, Fluo-8 calcium influx, agonist mode. actives 0.19% (n = 320,000). activation, % at 8.33 µM. AID 540275; in the data active = activation above about 80%; inconclusive = between about 30% and that limit; note: 0% is about no effect
Target sequence (Q8NER1 whole entry, looked up): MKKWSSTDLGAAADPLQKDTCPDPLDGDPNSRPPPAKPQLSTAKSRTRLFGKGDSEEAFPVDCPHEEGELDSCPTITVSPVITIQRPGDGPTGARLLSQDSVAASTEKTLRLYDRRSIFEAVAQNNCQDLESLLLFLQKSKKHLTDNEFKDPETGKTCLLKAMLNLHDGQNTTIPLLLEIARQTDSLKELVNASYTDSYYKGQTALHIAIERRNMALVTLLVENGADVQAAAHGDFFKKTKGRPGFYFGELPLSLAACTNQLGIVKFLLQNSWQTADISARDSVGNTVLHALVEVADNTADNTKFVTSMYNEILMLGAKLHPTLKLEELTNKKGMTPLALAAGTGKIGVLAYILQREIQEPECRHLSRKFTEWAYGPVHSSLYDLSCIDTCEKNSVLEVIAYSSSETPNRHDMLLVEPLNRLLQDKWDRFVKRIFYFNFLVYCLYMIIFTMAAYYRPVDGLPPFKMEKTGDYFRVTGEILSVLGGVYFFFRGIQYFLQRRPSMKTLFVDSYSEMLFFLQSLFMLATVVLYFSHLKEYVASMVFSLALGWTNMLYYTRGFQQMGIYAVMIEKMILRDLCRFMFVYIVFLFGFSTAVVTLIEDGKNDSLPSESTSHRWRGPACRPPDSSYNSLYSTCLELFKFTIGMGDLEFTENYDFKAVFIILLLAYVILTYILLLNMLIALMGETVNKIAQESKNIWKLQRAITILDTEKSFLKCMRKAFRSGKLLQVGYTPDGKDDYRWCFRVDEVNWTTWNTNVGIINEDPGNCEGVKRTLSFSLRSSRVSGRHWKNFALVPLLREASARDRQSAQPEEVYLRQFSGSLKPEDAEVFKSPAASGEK
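Cells expressing TRPV1 were dye-loaded with Fluo-8 and read kinetically: 10 s baseline, 3 min after compound (agonist portion), then 2 min after EC20 capsaicin (allosteric enhancer portion). Calcium-bound dye fluorescence at 480/520 nm.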
An asterisk follows results filed as active; ? = inconclusive; . = no result given; [ ] = remark or other dose. Unless noted, calls come from the whole dose curve; as a rule, active = well fitted curve in the direction sought with a large enough effect; inconclusive = small, poorly fitted or top-dose-only effect, or another doubt; inactive = no such curve, though single readings can be large; an effect the other way counts as inactive or inconclusive.

Every second line gives: Tb PFK block	Rab9 prom act	NPC1 promoter act	RORgamma inh	p53 reactivator	ELG1 genotox	BRCA1 expr up	VP16 counter	ELG1 repair inh	FLuc modulator	TRPV1 ag
Brc1ccc(-n2c(SCc3nc4ccccc4[nH]3)nnc2-c2ccncc2)cc1
  0%	-1%	2%	25%	-22%	-3%	-24%	-2%	-7%	1%	4
C/C(=N\NC(=O)c1cccs1)c1ccc(C(=O)O)s1
  3%	-1%	4%	17%	?	?	14µM*	2%	?	-14%	4
CNC(=S)N/N=C/c1c(C(=O)OC)cnn1-c1ccc(F)cc1F
  1%	-5%	1%	8.9µM*	-7%	-6%	-32%	?	?	1%	-6
O=C(CCn1c(=O)[nH]c2ccccc2c1=O)NCCCN1CCN(c2cccc(Cl)c2)CC1
  -5%	8%	2%	?	-5%	-4%	-16%	?	0%	0%	1
COC(=O)c1nn(-c2ccccc2)c(=O)cc1Sc1ccc(Cl)cc1
  -6%	-1%	-1%	2%	-1%	2%	-6%	-10%	0%	-1%	22
O=C(CSc1nc2[nH]ncc2c(=O)[nH]1)NCc1ccccc1
  0%	2%	-2%	-5%	11%	1%	14%	-1%	17%	-4%	-1
COc1ccc(CN2Cc3cccc4c3[C@@H](CC2=O)[C@H](O)[C@H](O)C4)cc1
  -28%	-2%	-3%	.	-8%	3%	-4%	.	7%	3%	-1
CCN(CC)S(=O)(=O)c1cc(NC(=O)NCCCl)ccc1C
  0%	-3%	11%	8%	-6%	-2%	-6%	3%	0%	3%	-4
O=C(c1cccs1)N1CCc2c([nH]c3ccccc23)C1c1ccccn1 (centres undefined)
  -4%	2%	-5%	3%	-3%	0%	-17%	-9%	-10%	-13%	22
Cc1nc2ccc(NC(=S)NC(C)C)cc2nc1C
  -11%	16%	14%	-43%	?	2%	30%	-11%	?	?	1
CC(C)(C)N1C(=O)[C@H]2[C@@H](c3ccc(Br)cc3)N3C(=O)N(c4cccc(F)c4)C(=O)[C@@]3(C)[C@H]2C1=O
  0%	0%	1%	.	-5%	0%	-24%	.	13%	-3%	1
Cc1ccc(-c2ccc(SCC(=O)NC3CCCCC3)nn2)cc1
  1%	28%	?	-30%	?	10%	9%	5%	?	2.7µM*	24
Cc1ccc(NC(=O)CS(=O)CC(=O)N(c2ccc(C)cc2)C(C)C(=O)NC2CCCCC2)cc1 (centres undefined)
  0%	1%	-3%	27%	4%	1%	0%	-4%	-7%	-1%	-1
Cc1nc2ccccn2c1C(=O)N/N=C/c1ccccc1[N+](=O)[O-]
  5%	-3%	-2%	-8%	0%	-1%	-43%	-2%	7%	3%	-1
Oc1[nH]c2ccccc2c1N=Nc1c(F)c(F)c(Cl)c(F)c1F
  2%	?	24%	-1%	20%	4%	-18%	23%	24%	-3%	-1
CCC(C)Nc1nc2c(C)cccn2c(=O)c1C=Nc1ccc(OC)cc1 (centres undefined)
  2%	10%	-2%	-9%	5%	-3%	-11%	-8%	5%	2%	9
CC[N+](C)(CC)CCC/C(=N/O)C(O)(c1ccccc1)c1ccccc1
  -3%	1%	-2%	-3%	-2%	0%	-12%	-7%	0%	-1%	-1
Cc1[nH]c(=O)[nH]c(=O)c1N1CCOCC1
  -2%	-1%	-4%	20%	7%	-1%	-3%	-9%	8%	-1%	-7
Cc1ccc(NC(=O)NNC(=O)c2ccc3c(c2)NC(=O)C(C)(C)O3)cc1
  -1%	1%	?	-6%	6%	1%	-15%	1%	2%	-1%	2
Cn1c(SC2=CS(=O)(=O)c3ccccc32)nc2ccccc21
  -2%	-4%	-12%	?	-18%	3%	-80%	?	?	-11%	-2
CNc1ccc(Oc2nc([N+](=O)[O-])nn2C)cc1
  -1%	-6%	-2%	-6%	2%	-1%	-11%	4%	3%	-1%	-2
CCc1ccc(NC(=O)NCCN2CCN(c3ccc(OC)cc3)CC2)cc1
  17%	-3%	2%	8%	0%	-3%	-9%	12%	-4%	1%	-1
CC(C)N=C(NS(=O)(=O)c1cccs1)c1ccccc1
  -9%	12%	-2%	2%	6%	1%	-2%	-16%	-1%	1%	-5
CCCCc1ccc(NC(=O)CSc2nc3ncccc3[nH]2)cc1
  3%	1%	-5%	20%	12%	-4%	-1%	-14%	-9%	3%	0
C=CCNC(=S)Nc1sc2c(c1C#N)CCCC2
  3%	2%	-1%	11µM*	4%	-1%	-23%	2%	4%	21µM*	2
CCN(CC(=O)Nc1ccc(NC(C)=O)cc1)C(=O)CCN1C(=O)c2cccc([N+](=O)[O-])c2C1=O
  -4%	0%	0%	-15%	-9%	2%	-8%	0%	?	-3%	-3
CC(C)CC(=O)N1CCC(N2CCN(c3ccccc3)CC2)CC1
  6%	-8%	0%	-2%	5%	-5%	-14%	-14%	-9%	1%	0
Cc1ccc(CCNC(=O)c2cc(S(=O)(=O)N3CCOCC3)cn2C)cc1
  -1%	6%	-2%	-2%	.	3%	-7%	-8%	-10%	-5%	4
O=C(O)CCn1c(O)c(C=C2N=c3ccccc3=N2)sc1=S
  -8%	-19%	-26%	0.79µM*	-10%	-6%	-38%	3.5µM*	?	1.1µM*	1
O=C(NC(=S)Nc1ccc2[nH]c(=O)[nH]c2c1)c1ccccc1F
  0%	20%	14%	-3%	12%	4%	23%	-3%	?	0%	-1
O=C(COC(=O)c1cccc(Br)c1)Nc1cccc2c1C(=O)c1ccccc1C2=O
  6%	?	?	-14%	12%	13µM*	69%	-1%	?	-7%	-5
CC(CCCC(C)(C)O)NCCO (centres undefined)
  1%	1%	1%	-21%	-1%	3%	-1%	-4%	5%	1%	.
CC(=O)CSc1nnc2c3ccccc3nc(C(C)(C)C)n12
  9%	-5%	0%	39%	-2%	?	-20%	-12%[10 µM]	2%	0%	-9
O=C(CCN1CCOCC1)NNC(=O)Nc1cccc([N+](=O)[O-])c1
  3%	3%	0%	-15%	-11%	1%	9%	-6%	-2%	1%	3
O=C(NCc1ccco1)c1ccc(CS(=O)(=O)Cc2ccc(Cl)cc2)o1
  -3%	9%	-3%	28%	-15%	0%	5%	-3%	4%	2%	1
CCOC(=O)c1ccc(N2CCCCC2)c(NS(=O)(=O)c2cccc(C(F)(F)F)c2)c1
  0%	-9%	-2%	2%	5%	-7%	-1%	-5%	-7%	-6%	24

Structural class, those above containing two or more sulfur atoms
Every second line gives: Tb PFK block	Rab9 prom act	NPC1 promoter act	RORgamma inh	p53 reactivator	ELG1 genotox	BRCA1 expr up	VP16 counter	ELG1 repair inh	FLuc modulator	TRPV1 ag
C/C(=N\NC(=O)c1cccs1)c1ccc(C(=O)O)s1
  3%	-1%	4%	17%	?	?	14µM*	2%	?	-14%	4
Cn1c(SC2=CS(=O)(=O)c3ccccc32)nc2ccccc21
  -2%	-4%	-12%	?	-18%	3%	-80%	?	?	-11%	-2
CC(C)N=C(NS(=O)(=O)c1cccs1)c1ccccc1
  -9%	12%	-2%	2%	6%	1%	-2%	-16%	-1%	1%	-5
C=CCNC(=S)Nc1sc2c(c1C#N)CCCC2
  3%	2%	-1%	11µM*	4%	-1%	-23%	2%	4%	21µM*	2
O=C(O)CCn1c(O)c(C=C2N=c3ccccc3=N2)sc1=S
  -8%	-19%	-26%	0.79µM*	-10%	-6%	-38%	3.5µM*	?	1.1µM*	1

Full records, looked up by structure. Order of screens: Tb PFK block	Rab9 prom act	NPC1 promoter act	RORgamma inh	p53 reactivator	ELG1 genotox	BRCA1 expr up	VP16 counter	ELG1 repair inh	FLuc modulator	TRPV1 ag
Profile of O=C(CCN1CCOCC1)NNC(=O)Nc1cccc([N+](=O)[O-])c1 → 3%	3%	0%	-15%	-11%	1%	9%	-6%	-2%	1%	3
Profile of Cc1ccc(CCNC(=O)c2cc(S(=O)(=O)N3CCOCC3)cn2C)cc1 → -1%	6%	-2%	-2%	.	3%	-7%	-8%	-10%	-5%	4

Screening data from PubChem.

Rows are unselected; about 15% have a hit in one of these screens.
